# Assay outcomes deposited in PubChem by Sanford-Burnham Center for Chemical Genomics.
# NadD inh: NadD (S. aureus) enzyme inhibition | purified NadD enzyme, colorimetric absorbance read-out | 360,000 tested, 0.78% active | inhibition, % at 20 µM; in the data active = inhibition above about 26%; also: some compounds past the cut are filed as inactive
# DNMT1 inh: blocks human DNA methyltransferase DNMT1; DNMT1 molecular beacon, Hinp1I cleavage, fluorescence; 360,000 tested, 0.83% active; AID 588458; inhibition (reported as % activation of signal), % at 10 µM; in the data active = inhibition above about 50%
# STEP inh: STEP (human) phosphatase inhibition; P54829; recombinant STEP, OMFP fluorogenic substrate, fluorescence; inhibition, % at 20 µM; 360,000 tested, 0.25% active;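 active = inhibition at 20 µM, scaled per plate between control wells, above about 37%, limit read from the data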;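 also: 0% = DMSO with enzyme and substrate and 100% = substrate only without enzyme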
#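 System: isolated STEP enzyme; schedule: 20 min enzyme reaction at room temperature, protected from light; medium: Bis-Tris buffer pH 6.0, 2.5 mM DTT, 0.005% Tween 20; signal: fluorescence, 480/540 nm; dosing: single compound dose of 20 µM, 1% DMSO final; also added: OMFP substrate, 25 µM final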
# NRP1-CendR mod: modulators of CendR peptide binding to human neuropilin-1 | inhibition, % at 25 µM | AID 602438 | 360,000 tested, 0.85% active | FAM-RPARPAR peptide binding to NRP-1, fluorescence polarization | O14786;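 active = inhibition or corrected inhibition above about 18%, plus a signal ratio from 0.5 to 1.5, limit read from the data, passing the limit was not always enough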; also: strong numbers were not always called active
# LMPTP block: blocks human LMPTP phosphatase. P24666. inhibition, % at 20 µM. 360,000 tested, 0.22% active. recombinant LMPTP-A, OMFP fluorogenic substrate, fluorescence intensity. AID 651560;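 active = compounds that cut the enzyme signal by at least half of the control window in the single-dose screen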;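 also: plate controls were DMSO wells with enzyme plus substrate for no effect and substrate without enzyme for full effect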
# Target sequence (P24666 whole entry, looked up): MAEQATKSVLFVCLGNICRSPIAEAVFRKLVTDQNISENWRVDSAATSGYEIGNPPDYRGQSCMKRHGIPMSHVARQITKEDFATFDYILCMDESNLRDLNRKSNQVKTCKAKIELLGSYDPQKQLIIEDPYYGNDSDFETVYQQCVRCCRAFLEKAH
#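 Assay system: LMPTP-A, protein tyrosine phosphatase of low molecular weight / Medium: pH 6.0 Bis-Tris buffer with DTT and Triton X-100 / Schedule: 50 min enzyme reaction at room temperature, protected from light / Measured by: endpoint fluorescence intensity from OMFP dephosphorylation / Read-out basis: % inhibition relative to no-enzyme and uninhibited control wells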
# Scp-1 inhibitor: Scp-1 (human) phosphatase inhibition. Recombinant Scp1, phosphopeptide, malachite green phosphate absorbance. AID 493091. inhibition, % at 20 µM. 340,000 tested, 0.88% active. Q9GZU7;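 active = inhibition above about 50% at 20 µM, limit read from the data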;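 also: plate controls were DMSO wells with enzyme for no effect and wells lacking enzyme for full effect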
# Target sequence (Q9GZU7 76-261 limits assumed): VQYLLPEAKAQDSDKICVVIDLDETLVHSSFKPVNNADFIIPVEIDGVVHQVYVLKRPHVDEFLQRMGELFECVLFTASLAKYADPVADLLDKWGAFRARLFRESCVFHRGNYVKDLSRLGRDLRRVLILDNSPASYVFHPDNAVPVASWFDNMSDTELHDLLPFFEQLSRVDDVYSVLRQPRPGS
#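 Test system – truncated SCP-1 phosphatase (76-261aa) · Reagent – Phosphorylated 17-residue peptide substrate · Incubation – 45 min room-temperature reaction, 5 min colour, 30 min stabiliser · Detection – colorimetric phosphate reagent with accelerator and stabiliser, absorbance at 630 nm · Measure – % inhibition at 20 µM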
# MT1-MMP act inh: inhibitors of human MT1-MMP activation. HT1080 RFP-PRO-GFP cells, GFP/RFP ratio fluorescence, overnight; percent of plate control window, DMSO zero. GFP/RFP ratio change, % at 20 µM. 360,000 tested, 0.061% active. AID 651647;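 active = GFP/RFP ratio change of at least 30% with cell ATP level not reduced by more than half and red fluorescence within 50% of control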; also: strong numbers were not always called active
#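 Test system: HT1080 cells expressing an RFP-PRO-GFP fluorescent reporter construct / Compound dosing: single-point 20 µM compound, 1% DMSO / Schedule: cells overnight before dosing, compound overnight, 37 °C, 5% CO2 / Evaluation: GFP/RFP fluorescence ratio / Control set: DMSO and RFP-L50D-GFP cell wells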
# Rpn11 inh: inhibitors of human proteasome Rpn11 | calls only at 20 µM | 360,000 tested, 0.59% active | O00487 | AID 588493 | human 26S proteasome, Ub4-pepOG fluorescence polarization; 20S core pre-blocked with epoxomicin;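 active = inhibition at 20 µM, scaled to each plate's controls, above about 33%, limit read from the data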
# Target sequence (O00487 whole entry, looked up): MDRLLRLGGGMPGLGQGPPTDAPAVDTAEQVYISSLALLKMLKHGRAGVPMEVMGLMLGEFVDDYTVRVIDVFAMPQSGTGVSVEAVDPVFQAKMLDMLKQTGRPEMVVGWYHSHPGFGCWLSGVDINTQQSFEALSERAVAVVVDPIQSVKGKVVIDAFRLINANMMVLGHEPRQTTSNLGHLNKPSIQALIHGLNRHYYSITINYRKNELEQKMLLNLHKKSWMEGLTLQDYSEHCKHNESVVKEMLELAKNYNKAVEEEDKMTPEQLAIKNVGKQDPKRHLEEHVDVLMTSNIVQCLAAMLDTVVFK
# SKN-1 block: inhibitors of C. elegans SKN-1 | C. elegans VP596 Pgst-4::GFP/RFP ratio, acrylamide-induced, 24 h | inhibition, % at 21.8 µM | 360,000 tested, 0.49% active | AID 624304;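 active = interference check ratio from 0.5 to 1.5 plus GFP to RFP signal ratio inhibition reaching or exceeding a fixed threshold, cut at about 30% in these data, passing the limit was not always enough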; also: some compounds called inactive have numbers as strong as hits
# SUMO1-SIM PPI: alters human SUMO1 binding to SIM partners; SUMO1 binding to a labelled peptide, TR-FRET, 1 h; inhibition, % at 20 µM; 360,000 tested, 0.33% active; in the data active = inhibition above about 37%
# Target sequence (P63165 whole entry, looked up): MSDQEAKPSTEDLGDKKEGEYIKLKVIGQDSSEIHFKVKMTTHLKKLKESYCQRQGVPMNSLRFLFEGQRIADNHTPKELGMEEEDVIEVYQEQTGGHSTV
# The depositor's hits bear a star; i = inactive; . = no result given; + = active, no number.
no.	NadD inh	NRP1-CendR mod	STEP inh	Scp-1 inhibitor	MT1-MMP act inh	LMPTP block	DNMT1 inh	SKN-1 block	SUMO1-SIM PPI	Rpn11 inh	Molecule
1	-1	6	1	.	1	-0.9	-1	8	2	i	Cc1ccccc1CNC(=O)c1ccc2nc([C@@H]3O[C@H](CO)[C@H](O)[C@H](O)[C@H]3O)[nH]c2c1
2	3	-6	1	-2	-29	1.3	-7	11	-5	i	CCC(c1nnnn1C1CCCC1)N(Cc1cccs1)Cc1cc2cccc(C)c2[nH]c1=O (stereo not given)
3	14	-10	-2	-4	12	3.1	-31	6	26	i	CCOc1cc(/C=C2/C(=O)N(c3ccccc3)N=C2C)ccc1OC(=O)c1cccs1
4	-3	-4	0	-2	-4	4.2	-8	-6	3	i	CCN1C(=O)[C@H]2[C@@H](c3ccc(-c4cccc(Cl)c4)cc3)N[C@@](CC(C)C)(C(=O)OC)[C@H]2C1=O
5	-4	1	0	-2	2	-1.5	1	0	0	i	CCOC(=O)c1cncc(NC(=O)c2ccccc2)c1
6	1	25	-4	.	2	-1.4	2	15	0	i	C=C[C@]1(C)C=C2C(=O)C[C@H]3C(C)(C)CCC[C@]3(C(=O)O)[C@@]2(O)CC1
7	-5	-47	0	-11	-3	-0.5	4	-2	7	i	CCCCCCSc1nc(O)c(C2OC(=O)c3c2ccc(OC)c3OC)c(=O)n1CC (stereo not given)
8	-3	9	3	-2	3	0.3	2	-29	1	i	O=C(Cn1nnc(-c2cccc(C(F)(F)F)c2)n1)N1CCCCCC1
9	6	-24	1	7	-1	1.7	-4	1	3	i	Cc1nn(Cc2ccccc2)c(C)c1NC(=O)c1cc2nc(-c3ccco3)cc(C(F)(F)F)n2n1
10	-1	-6	-1	-3	0	-1.9	3	-12	1	i	CNCC(=O)O
11	-8	-9	2	0	3	-0.2	-7	0	-2	i	COc1ccc(CCC(=O)Nc2ccc(-c3noc(-c4ccc(OC)c(OC)c4)n3)cc2)cc1
12	0	4	0	-6	4	-0.6	-2	-5	-3	i	NC(=O)N/N=C/c1cc(Br)ccc1OC(=O)c1ccccc1
13	-4	-4	4	-8	-4	0.0	1	-6	-10	i	COc1ccc(S(=O)(=O)CCC(=O)N2CCN(c3ccccc3F)CC2)cc1
14	-9	-12	1	0	7	-0.8	2	-4	-1	i	C[C@H](N)c1nnc(SCC(=O)c2ccc(Cl)cc2)o1
15	6	1	0	4	-2	-0.9	-1	0	-1	i	CCc1ccc(OC(C)c2nnc(SCC(=O)Nc3ncccc3C)n2C)cc1 (stereo not given)
16	2	-12	3	0	-3	0.1	4	8	1	i	O=C(CCNC(=O)c1ccccc1Cl)NCC(c1ccc(F)cc1)N1CCOCC1 (stereo not given)
17	-2	0	-2	-4	-3	-0.5	1	-4	-2	i	COc1ccc(C(C(=O)NC2CCCCC2)N(C(=O)c2sc(C)nc2C)c2ccccc2)cc1 (stereo not given)
18	-4	2	-4	-2	-1	0.1	1	9	0	i	Cc1ccc2c(n1)CC(C)(C)CC2=O
19	2	-3	2	-2	-1	2.5	0	15	-2	i	O=S(=O)(NCC(Nc1ccccc1)c1ccccc1)c1ccc(Cl)cc1 (stereo not given)
20	2	18	-3	-4	2	0.5	1	8	-4	i	CC(C)C(=O)Nc1ccc(NC(=S)NC(=O)c2ccccc2F)cc1
21	12	2	-2	1	2	3.1	-7	2	7	i	Cc1ccc(-c2cc(C(F)F)nc(NCc3cccs3)n2)cc1
22	14	-19	14	55*	-12	-1.4	41	-4	0	i	CC(C)C(=O)Nc1ccc(C(=O)N/N=C/c2cc(Br)cc(Br)c2O)cc1
23	-1	-5	-1	-5	-1	-1.1	1	15	3	i	Cc1cc(=O)[nH]c2ccc(S(=O)(=O)Nc3ccccc3)cc12
24	-4	4	0	-10	3	-0.9	-1	-11	1	i	CC(C)NC(=O)CSc1nnc(C2CC2)n1-c1ccccc1
25	-1	2	0	-1	1	1.6	-4	5	32	i	Cc1cc(C(=O)COC(=O)c2csc3c2CCCC3)c(C)n1C
26	-5	6	-2	-4	-1	0.9	2	-26	3	i	O=C(NCc1ccc2c(c1)OCO2)Nc1cccc(Cl)c1
27	1	11	2	-9	-6	0.3	0	-6	-18	i	CCN1CCN(c2nc(-c3ccccc3)c3ccccc3n2)CC1
28	-1	12	0	1	-1	-2.2	5	-18	1	i	FC(F)Oc1ccc(NC(=S)NCc2cccnc2)cc1
29	4	-2	-2	.	-1	-0.3	25	5	0	i	CC1=CC(=O)C2=C(C)CCC3C(C)C(=O)OC3C12 (stereo not given)
30	2	13	-2	-8	3	-0.6	1	3	-1	i	C=C(C)Cn1c(C(C)NC(=O)CCC)nc2ccccc21 (stereo not given)
31	1	-6	2	-4	4	-0.9	-1	-2	-3	i	CCOC(=O)c1ccc(N2C(=O)CC(Nc3ccc(CCO)cc3)C2=O)cc1 (stereo not given)
32	0	-3	-1	-8	-2	-0.2	2	3	5	i	O=C(CN1C(=O)NC2(CCCC2)C1=O)OCc1cccc(Br)c1
33	5	2	1	-2	3	-0.9	-2	18	0	i	N#Cc1ccc(S(=O)(=O)NCCc2ccncc2)cc1
34	16	-20	8	39	-10	13	2	7	1	i	FC(F)(F)c1ccc(Cl)c(N/N=C/c2ccc(N3CCOCC3)s2)c1
35	-8	1	-1	-13	-1	2.4	-16	-5	-2	i	CC(=O)Nc1cccc(-c2csc(Nc3ccc(Cl)cn3)n2)c1
36	6	1	-2	33	8	0.7	0	9	1	i	COc1cc(NC(=O)CN2C(=O)COc3ccccc32)cc(OC)c1
37	-11	9	-2	-12	-3	0.4	3	-6	-2	i	O=C(Oc1ccc(Oc2ccccc2)cc1)N1CCC(O)CC1
38	6	-4	-1	-5	6	-0.6	3	7	9	i	O=C(CCS(=O)(=O)c1ccccc1)Nc1ccc(-c2nc3ccccc3s2)cc1
39	15	-3	0	-6	9	0.3	2	11	-2	i	Cc1c(OCc2ccc([N+](=O)[O-])cc2)ccc2c3c(c(=O)oc12)CCC3
40	-3	5	2	-5	-4	0.7	-2	10	-2	i	CCOc1ccc(/C=N/NC(=O)c2c(-c3ccccc3)noc2C)cc1
41	4	4	-2	-13	1	1.6	-4	-8	-12	i	Cc1ccccc1OCC(=O)NC(=S)Nc1ccccc1N1CCN(S(C)(=O)=O)CC1
42	5	6	-2	-7	3	0.3	1	2	-4	i	Cc1onc(-c2c(F)cccc2Cl)c1C(=O)N=C(N)N1CC(C)OC(C)C1 (stereo not given)
43	-9	-6	-3	-3	3	-1.3	-2	2	0	i	Cc1cc(NC(=O)c2ccc(F)cc2)n(CCOC(=O)c2ccc(F)cc2)n1
44	-2	2	1	.	4	-0.8	3	4	7	i	CN(C(=O)C1CC1)c1ccccc1
45	8	5	1	4	2	-0.4	-5	7	-1	i	Cc1ccccc1CN1C[C@@H]2C[C@@H](c3cn[nH]c3-c3ccc(F)cc3)N3CCC[C@@]23C1=O
46	-6	3	-8	0	4	-2.3	4	-4	3	i	CCCCCNCc1ccc(Br)cc1
47	0	-2	1	-5	-2	0.0	-1	-22	-23	i	Cc1occc1C(=O)N1CCN(c2ccc([N+](=O)[O-])cc2)CC1
48	-6	-7	2	-5	0	-1.1	-2	-8	9	i	NC(=O)C(=O)N/N=C1\CCc2ccccc21

# Pulled by compound from above, four records:
no.	NadD inh	NRP1-CendR mod	STEP inh	Scp-1 inhibitor	MT1-MMP act inh	LMPTP block	DNMT1 inh	SKN-1 block	SUMO1-SIM PPI	Rpn11 inh	Molecule
37	-11	9	-2	-12	-3	0.4	3	-6	-2	i	O=C(Oc1ccc(Oc2ccccc2)cc1)N1CCC(O)CC1
45	8	5	1	4	2	-0.4	-5	7	-1	i	Cc1ccccc1CN1C[C@@H]2C[C@@H](c3cn[nH]c3-c3ccc(F)cc3)N3CCC[C@@]23C1=O
38	6	-4	-1	-5	6	-0.6	3	7	9	i	O=C(CCS(=O)(=O)c1ccccc1)Nc1ccc(-c2nc3ccccc3s2)cc1
44	-2	2	1	.	4	-0.8	3	4	7	i	CN(C(=O)C1CC1)c1ccccc1

# The results go on:
no.	NadD inh	NRP1-CendR mod	STEP inh	Scp-1 inhibitor	MT1-MMP act inh	LMPTP block	DNMT1 inh	SKN-1 block	SUMO1-SIM PPI	Rpn11 inh	Molecule
49	-2	8	-2	-5	6	-0.1	44	12	-1	i	NC(=O)N/N=C/c1ccc(OCc2cccc(Cl)c2)cc1
50	3	-12	-3	2	6	-1.9	-3	2	2	i	N=C1C(c2ccc(Br)cc2)=C(O)C2CCc3ccccc3N12 (stereo not given)
51	-1	-6	1	-6	9	16	42	6	-11	i	O=C(N/N=C/c1ccc(Sc2nc3ccccc3s2)c([N+](=O)[O-])c1)c1ccccn1
52	-1	2	0	.	2	-1.8	7	11	3	i	C[C@@H]1CN([C@H](C)CO)C(=O)CCCn2nncc2CO[C@H]1CN(C)S(=O)(=O)c1ccc(C#N)cc1
53	4	-7	34	36	7	16	-11	-2	11	+	O=C(N/N=C/c1ccncc1)c1cccc(NC(=O)c2ccc(Cl)cc2)c1
54	-1	-1	-2	-3	6	-0.7	-2	9	3	i	CCOc1ccc(C(=O)CCC(=O)NNC(=O)CCN2CCN(c3ccccc3)CC2)cc1
55	0	11	-2	-4	-2	-0.2	0	0	1	i	CN(CC(=O)Nc1ccc(F)c(F)c1F)C(=O)C1CCCC1
56	-4	9	2	-7	-1	3.2	1	25	-5	i	COc1ccc(C(=O)Nc2cccc3c2CCCC3)c(OC)c1
57	-13	-4	0	-2	4	-0.4	1	9	3	i	O=C(NCc1ccccc1Cl)c1ccc(S(=O)(=O)NCc2ccco2)cc1
58	8	-2	0	4	-8	2.4	-2	24	8	i	Cn1c(=O)n(CCc2ccccc2)c(=O)c2c1nc1n2CCCN1CCc1ccccc1
59	-1	18	-2	7	-2	-0.9	4	-13	4	i	O=C1OCc2ccc(NC(=O)C3CC3)cc21
60	4	4	-3	-8	5	2.2	-9	-5	2	i	CN1C=CC(=O)[C@@H](OC(=O)Nc2ccc(Br)cc2)[C@H]1c1ccccc1Br
61	7	9	5	-12	5	-0.9	1	5	-3	i	Cc1cccc(CSc2ccc3nnc(-c4ccccn4)n3n2)c1
62	4	10	2	-13	3	-0.9	2	-8	1	i	CN(C)NC(=S)Nc1cccc(Cl)c1
63	4	2	-2	.	3	2.9	-35	19	7	i	OC(c1ccc(Cl)c(F)c1)c1ncc(-c2ccc(Oc3ccccc3)cc2)[nH]1 (stereo not given)

# Scp-1 inhibitor: what is marked active above.
no.	NadD inh	NRP1-CendR mod	STEP inh	Scp-1 inhibitor	MT1-MMP act inh	LMPTP block	DNMT1 inh	SKN-1 block	SUMO1-SIM PPI	Rpn11 inh	Molecule
22	14	-19	14	55*	-12	-1.4	41	-4	0	i	CC(C)C(=O)Nc1ccc(C(=O)N/N=C/c2cc(Br)cc(Br)c2O)cc1
